# Rab9 promoter act: activators of Rab9 promoter | Huh7 Rab9 promoter-luciferase reporter, luminescence, 24 h | Potency, µM (titrated, usually from 9.22 µM), inactives show at the top dose activation, negative = inhibition, hits mostly activators | 2.8% of 320,000 active | AID 485297; also: potency is read from the fitted curve at half-maximal effect; % of control where 0% means no effect; nearly all actives have a fitted effect of over 60% in size
#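 Stable Rab9-luc Huh7, 1500 cells/well, 2 h settle; cmpd in DMSO, 24 h, 37 °C/5% CO2; luciferase reagent 10 min RT; luminescence.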
# VP16 counter: counter-screen for ROR gamma inhibitors: Gal4-VP16 reporter; Drosophila S2 Gal4-VP16 UAS-luciferase, luminescence, 20 h; Potency, µM (doses to about 53.6 µM), inactives show at the top dose activity, negative = inhibition, actives largely listed as inhibitors; 3.5% of 310,000 active; AID 2546;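 also: Gal4-VP16 expression switched on by copper sulfate through the metallothionein promoter; potency is read from the fitted curve at half-maximal effect; % is scaled to controls: 0 for no effect and ±100 for the full control effect; nearly all actives have a fitted effect of over 50% in size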
# Giardia kill: Giardia lamblia killing. Giardia lamblia trophozoite viability. activity change, % at 7.66 µM, hits read low. 0.15% of 340,000 active. AID 540267; in the data active = activity change below about -80%; inconclusive = between about -30% and that limit;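 also: parasites exposed to compound for two days anaerobically before the ATP read; % is scaled to controls: 0 for no effect and ±100 for the full control effect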
#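 Giardia trophozoites, 100 cells per well, were exposed to compounds for 48 hrs at 37 deg C under anaerobic conditions; viability was then read as ATP content by bioluminescence after 15-30 min at room temperature.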
# FLuc counter: inhibits or activates purified firefly luciferase, miR-21 counter-screen; 6.9% of 360,000 active; Potency, µM (titrated, usually from 57.5 µM), inactives show top-dose activity change, negative = inhibition, most hits filed as inhibitors; purified FLuc, Km substrates, luminescence inhibition;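 also: potency is read from the fitted curve at half-maximal effect; plate controls were vehicle for no effect and reference inhibitor for full effect; nearly all actives have a fitted effect of over 55% in size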
# Target sequence (P08659 whole entry, looked up): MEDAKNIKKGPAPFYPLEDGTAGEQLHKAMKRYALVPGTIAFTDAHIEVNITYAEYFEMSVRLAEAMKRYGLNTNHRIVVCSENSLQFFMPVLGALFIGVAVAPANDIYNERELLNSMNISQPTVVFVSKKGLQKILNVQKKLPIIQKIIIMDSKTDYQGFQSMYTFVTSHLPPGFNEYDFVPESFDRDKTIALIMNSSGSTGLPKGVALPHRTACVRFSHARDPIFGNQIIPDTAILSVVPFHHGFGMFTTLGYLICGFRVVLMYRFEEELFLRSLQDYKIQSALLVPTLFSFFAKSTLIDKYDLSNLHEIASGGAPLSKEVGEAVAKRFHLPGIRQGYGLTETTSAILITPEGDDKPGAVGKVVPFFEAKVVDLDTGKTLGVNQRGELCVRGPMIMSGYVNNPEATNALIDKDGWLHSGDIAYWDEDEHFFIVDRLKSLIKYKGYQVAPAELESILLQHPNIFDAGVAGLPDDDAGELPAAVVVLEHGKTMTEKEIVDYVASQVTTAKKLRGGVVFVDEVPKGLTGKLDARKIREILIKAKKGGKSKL
#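 Purified P. pyralis luciferase (10nM final) with 10uM D-luciferin and 10uM ATP (Km levels) in 50mM Tris acetate pH 7.5, 10mM Mg acetate, 0.01% Tween-20, 0.05% BSA; qHTS 6-point titration, ~60 µM downward; luminescence read.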
# RORg inh: ROR gamma (mouse) transcription inhibition | Drosophila S2 Gal4-RORgamma UAS-luciferase reporter, 20 h | Potency, µM (top dose mostly 53.6 µM), for the others: top-dose activity change, negative = inhibition, usual class: inhibitors | 5.4% of 310,000 active | AID 2551; also: potency is read from the fitted curve at half-maximal effect; % is scaled to controls: 0 for no effect and ±100 for the full control effect; nearly all actives have a fitted effect of over 60% in size
# Target sequence (P51450 whole entry, looked up, the tested form may be a part): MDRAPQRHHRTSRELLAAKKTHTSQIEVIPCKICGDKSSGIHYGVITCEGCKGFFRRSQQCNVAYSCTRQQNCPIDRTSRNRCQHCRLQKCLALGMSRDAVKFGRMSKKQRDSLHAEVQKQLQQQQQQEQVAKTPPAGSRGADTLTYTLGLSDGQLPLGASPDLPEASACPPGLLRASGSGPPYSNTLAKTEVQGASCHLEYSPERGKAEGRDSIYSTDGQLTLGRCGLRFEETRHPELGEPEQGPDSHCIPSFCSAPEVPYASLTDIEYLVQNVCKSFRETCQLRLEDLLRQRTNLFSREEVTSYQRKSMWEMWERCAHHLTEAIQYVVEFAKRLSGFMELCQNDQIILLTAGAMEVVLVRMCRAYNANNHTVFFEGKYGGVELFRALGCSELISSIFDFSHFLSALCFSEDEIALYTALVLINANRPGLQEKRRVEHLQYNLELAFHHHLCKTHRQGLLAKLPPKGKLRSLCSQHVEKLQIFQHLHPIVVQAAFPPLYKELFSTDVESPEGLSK
#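 Schneider cells (Drosophila), stable Gal4 DBD–ROR gamma + UAS-luc; 1 hr cmpd preincubation; Cu2+ induction 700 uM final; 20 hr ambient; luminescence.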
# NPC1 prom act: activators of NPC1 promoter | Huh7 NPC1 promoter luciferase reporter, 24 h | Potency, µM (series often up to 9.22 µM), without a hit: at the top dose activation, most hits filed as activators | 2.4% of 320,000 active | AID 485313;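 also: potency is read from the fitted curve at half-maximal effect; % of control where 0% means no effect; nearly all actives have a fitted effect of over 60% in size; reporter is driven by a mutant NPC1 promoter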
#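 Cells: Huh7 expressing luciferase under the NPC1 promoter, 1500/well. Seeded 2 h, compound added, incubated 24 h at 37 °C. Luciferase reagent, 10 min ambient, then luminescence.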
# Tb PFK block: T. brucei PFK enzyme inhibition; T. brucei PFK, ADP-Glo luminescence; Potency, µM (series often up to 57.5 µM), inactives show top-dose activity, negative = inhibition, hits mostly inhibitors; 0.17% of 330,000 active; AID 485367;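 also: potency is read from the fitted curve at half-maximal effect; 0% = uninhibited 1x PFK enzyme wells and -100% = no-enzyme wells; nearly all actives have a fitted effect of over 60% in size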
#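 1.25 nM PFK with 0.5 mM F6P and 0.1 mM ATP in 0.1 M TEA pH 8.0, 5 mM MgCl2, incubated 45 min at room temperature; ADP measured by ADP-Glo luminescence; compounds titrated up to 57 uM.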
# KCNH2 3.1 block: inhibitors of human KCNH2 3.1 potassium channel isoform | AID 720553 | U2OS KCNH2 3.1, thallium flux FluxOr; active compounds read low | 0.95% of 340,000 active | activity change, % (tested at about 1.8 µM);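 active = maximum activity change below -70%; inconclusive = maximum activity change from -70% to -50%; inactive = maximum activity change above -50%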;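 also: thallium influx rate constant from kinetic fluorescence after stimulation buffer; % is scaled to controls: 0 for no effect and ±100 for the full control effect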
#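 Normalized rate constant (relative to positive and negative DMSO controls) derived from a 2 min kinetic fluorescence read after stimulation; U2OS cells expressing the 3.1 isoform via virus at 1.77 x 10^8 /mL.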
# Coupling enz: coupling enzyme interference in Giardia aldolase counter-screen | coupling enzyme system counterscreen, AmpLite Red fluorescence | activity change, negative = inhibition, % at 58.2 µM, hits read low | 0.67% of 290,000 active; in the data active = activity change below about -30%; also: % is scaled to controls: 0 for no effect and ±100 for the full control effect
#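 First, compound is pin-transferred into glyceraldehyde-3-phosphate coupling-enzyme reagent at 57.5 uM final and held 10 min at RT. Next, substrate, coupling system and AmpLite Red are added. After 20 min RT, fluorescence (525/598 nm) is read.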
# ELG1 genotox: genotoxicity induction in ELG1-luciferase HEK293T cells | Potency, µM (doses to about 46 µM), inactives show top-dose activity change, positive = activation, actives largely listed as activators | HEK293T ELG1-luciferase reporter, luminescence, 16 h | 1.3% of 330,000 active | AID 504466; also: potency is read from the fitted curve at half-maximal effect; % of control where 0% means no effect; nearly all actives have a fitted effect of over 60% in size
#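 Cells (2,000/well) expressing the ELG1-luciferase fusion are dosed by pin tool and kept 16 hr at 37 °C, 5% CO2. Signal comes from ONE-Glo luciferase reagent after 30 min at room temperature.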
# uPA surface inh: inhibitors of cell surface uPA generation. cell surface uPA generation assay, qHTS. Potency, µM (highest dose often 38.3 µM), for the others: at the highest dose activity change, negative = inhibition, hits mostly inhibitors. 0.31% of 330,000 active. AID 540303; active = well fitted inhibition curve with a large enough effect; inconclusive = small, poorly fitted or top-dose-only effect; inactive = no such curve, though single readings can be large or run the other way; tested in mouse RAW 264.7 cells; also: potency is read from the fitted curve at half-maximal effect; % is scaled to controls: 0 for no effect and ±100 for the full control effect; nearly all actives have a fitted effect of over 55% in size
# Starred values were filed as active, the others as inactive; ? = inconclusive; · = not tested or not shown; [ ] = remark or other dose. Unless noted, calls follow the shape of the dose curve; as a rule, active = well fitted curve in the direction sought with a large enough effect; inconclusive = small, poorly fitted or top-dose-only effect, or another doubt; inactive = no such curve, though single readings can be large; an effect the other way counts as inactive or inconclusive.
SMILES,Rab9 promoter act,VP16 counter,Giardia kill,FLuc counter,RORg inh,NPC1 prom act,Tb PFK block,KCNH2 3.1 block,Coupling enz,ELG1 genotox,uPA surface inh
O=C1C2C3C=CC(CC3)C2C(=O)N1c1ccc(Cl)cc1 (stereo not given),2%,-3%,-2,-22%,-2%,5%,-2%,0,4,0%,1%
N#Cc1ccc(C(=O)Nc2cc(S(=O)(=O)N3CCCC3)ccc2OCC(F)(F)F)cc1,-4%,-9%,-14,-1%,23%,-4%,-1%,-2,0,0%,-1%
COc1ccc(NC(=O)C2CCCO2)cc1Cl (stereo not given),-2%,2%,11,-1%,20%,0%,5%,-7,3,15%,·
O=C(CN1CCc2ccccc2C1)c1cccs1,20%,-3%,17,?,4%,13%,-9%,14,2,6%,1%
CCCCNC(=O)c1cc(S(=O)(=O)N2CCCCC2)oc1C,1%,1%,0,6%,8%,-6%,-5%,-1,·,-8%,-18%
O=C(NCc1ccco1)c1c2c(nc3ccccc13)CCC2,-5%,1%,-20,-18%,-33%,-4%,-24%,-3,-6,1%,-4%
CC(=O)Nc1ccc(S(=O)(=O)NCCNS(=O)(=O)c2ccc(NC(C)=O)cc2)cc1,15%,-2%,17,1%,-7%,1%,1%,-1,5,-3%,10%
COC(=O)c1c(C)oc2ccc(N(C(=O)c3ccncc3)S(=O)(=O)c3ccc4ccccc4c3)cc12,-4%,3.5µM*,2,6%,?,2%,2%,-15,1,2%,-9%
Cn1ncc([N+](=O)[O-])c1C(=O)Nc1cccc2ccccc12,0%,-13%,14,-1%,3%,1%,1%,4,-5,-8%,-6%
CCOc1ccc(CCNC(=O)COC(=O)/C=C/c2ccc(OC)c(OC)c2)cc1OCC,1%,1%,-6,4%,-14%,-4%,3%,-1,·,2%,4%
COC(=O)c1cc2sccc2n1Cc1nc(-c2ccc(OC)cc2)oc1C,-1%,?,-2,-1%,?,-7%,-4%,16,-3,-2%,-8%
O=C(Cc1ccc(Cl)cc1)N1CCN(C(=O)c2ccco2)CC1,3%,2%,-2,0%,7%,1%,-4%,-10,2,1%,5%
CCCc1ccc(-c2ccc(-c3noc(-c4ccncc4)n3)cc2)nc1,-7%,-4%,-13,?,34%,-9%,1%,-36,0,-3%,-3%
O=C(CCc1nc2ccccc2c(=O)[nH]1)Nc1cc(Cl)ccc1N1CCCC1,0%,·,13,1%,·,-2%,1%,-5,·,?,-8%
CN(C(=O)CSc1nnc(-c2cccs2)n1C1CC1)C1CCS(=O)(=O)C1 (stereo not given),0%,·,-15,7%,·,-1%,1%,2,·,1%,-4%
Cc1cc[n+](-c2[nH]c(=O)sc2/C=N/NC([S-])=Nc2ccccc2)cc1C,2%,-18%,10,2%,-58%,1%,-6%,5,1,0%,2%
Cc1ncc(CO)c2cc(C(N)=O)c(=Nc3ccccc3)oc12,-9%,0%,-7,-3%,-13%,0%,-2%,-3,5,-1%,3%
O=C(/C=C/c1ccccc1)CC(O)(c1ccccc1)C(F)(F)F (stereo not given),-1%,?,-1,-2%,?,-2%,-1%,-6,-2,-25%,-13%
CCOC(=O)C(=O)/C(=C\N(C)C)c1onc(-c2c(Cl)cccc2Cl)c1C(=O)OC,-13%,1%,-16,-7%,57%,-4%,-22%,-7,13,-2%,3%
O=P(Cc1ccccc1)(c1ccccc1)c1ccccc1,0%,3%,2,8%,-7%,-1%,-1%,5,3,3%,3%
CCOC(=O)c1[nH]c(=O)[nH]c1CSc1ccccn1,2%,11%,-18,4%,-7%,1%,15%,0,2,0%,·
CC(=O)C1=NN(c2ccccc2)C(c2ccc3c(c2)OCO3)N1c1ccc(N2CCOCC2)cc1 (stereo not given),-5%,-1%,-11,4%,-11%,-2%,-4%,-5,1,-3%,-2%
Cc1nc(C(F)(F)F)nc(Nc2ccc(N=Nc3ccccc3)cc2)c1C#N,-3%,?,14,3%,-12%,0%,0%,-9,4,2%,6%
CCOC(=O)C(=O)Nc1ccccc1C(=O)OC,2%,7%,-17,-1%,-7%,-4%,6%,5,3,1%,1%
Cc1cccc(N2CCN(C(=O)CCNS(=O)(=O)c3ccc4c(c3)CCC(=O)N4)CC2)c1C,-13%,-10%,0,3%,0%,-2%,-4%,2,0,-15%,2%

# Five compounds from above with just Rab9 promoter act and FLuc counter:
Molecule | Rab9 promoter act | FLuc counter
CCOC(=O)C(=O)Nc1ccccc1C(=O)OC | 2% | -1%
COc1ccc(NC(=O)C2CCCO2)cc1Cl (stereo not given) | -2% | -1%
O=P(Cc1ccccc1)(c1ccccc1)c1ccccc1 | 0% | 8%
COC(=O)c1cc2sccc2n1Cc1nc(-c2ccc(OC)cc2)oc1C | -1% | -1%
N#Cc1ccc(C(=O)Nc2cc(S(=O)(=O)N3CCCC3)ccc2OCC(F)(F)F)cc1 | -4% | -1%

# (further entries)
SMILES,Rab9 promoter act,VP16 counter,Giardia kill,FLuc counter,RORg inh,NPC1 prom act,Tb PFK block,KCNH2 3.1 block,Coupling enz,ELG1 genotox,uPA surface inh
CCN(CC)CCOC(=O)c1ccc(NC(=O)/C=C/c2cccs2)cc1,-1%,19%,4,-32%,?,2%,0%,-30,0,8%,13%
CSC1=NCCN1S(=O)(=O)c1ccccc1,-10%,-13%,5,-1%,12%,-5%,0%,6,-1,10%,-3%
COc1cc(N2CCOCC2)ccc1C=C(C#N)C#N,-7%,17%,2,-1%,20%,-3%,-1%,0,0,1%,0%
COc1ccc(/C=C/c2ccncc2)cc1,2.8µM*,-17%,-3,12µM*,-38%,3.5µM*,-5%,1,·,?,-3%
COc1ccc(COCC(O)CN2CCCC(C(F)(F)F)C2)cc1 (stereo not given),1%,-4%,·,0%,12%,1%,-2%,·,3,-1%,·
O=C(O)c1ccccc1SCc1cn2ccccc2n1,9%,-9%,-5,?,-5%,0%,1%,-3,2,4%,-1%
Cc1cc(C=O)c(C)n1-c1cccc(C(=O)O)c1,-7%,-2%,-23,4%,3%,-2%,-12%,-7,5,0%,-4%
Cc1c(Cc2ccccc2)c(=O)oc2c(C)c(OCC(=O)N3CCC(C(=O)O)CC3)ccc12,5%,-15%,9,17µM*,12%,0%,2%,-1,1,2%,-16%
COC(=O)/C=C1/S/C(=N/N=C/c2ccco2)NC1=O,2%,?,3,?,14µM*,-1%,-2%,-3,3,2%,5%
c1cncc(C2Nc3ccccc3-c3nc4ccccc4n32)c1 (stereo not given),-1%,-1%,0,?,0%,6%,-2%,-3,-2,?,-19%
O=c1c2ccccc2ncn1Cc1ccco1,13%,5%,-19,1%,?,1%,2%,-5,5,0%,3%
O=C(Nc1ccccc1-c1ccccc1)C1CCCN(c2ncccn2)C1 (stereo not given),0%,-6%,26,-1%,30%,3%,-2%,4,5,-5%,-8%
N#Cc1c(C(F)(F)F)cc(-c2ccc(F)cc2)nc1SCC(=O)O,-1%,5%,-8,-14%,-10%,-2%,6%,0,10,-6%,-4%
NC(=S)c1cc2cc(Cl)ccc2oc1=O,-5%,-5%,16,0%,?,-2%,3%,-1,-7,-2%,-2%
COC(=O)c1cc(C(=O)N2CCN(c3ncccn3)CC2)cc([N+](=O)[O-])c1,-5%,-6%,35[activator],2%,8%,-20%,1%,-10,-1,-7%,-1%
CCN(CC)C(=O)c1sc(NC(=O)Cc2ccccc2)c(C#N)c1C,-16%,2%,39[activator],-18%,6.3µM*,-1%,7%,10,-7,-2%,5%
CCOc1ccccc1N(CC(=O)NCCSc1ccccn1)S(=O)(=O)c1ccc(C)cc1,1%,12%,-11,-1%,15%,-1%,3%,3,0,-18%,5%

# Compound profiles, from the list above. Order of values: Rab9 promoter act	VP16 counter	Giardia kill	FLuc counter	RORg inh	NPC1 prom act	Tb PFK block	KCNH2 3.1 block	Coupling enz	ELG1 genotox	uPA surface inh
# `O=c1c2ccccc2ncn1Cc1ccco1` is listed as 13%	5%	-19	1%	?	1%	2%	-5	5	0%	3%
# `Cc1c(Cc2ccccc2)c(=O)oc2c(C)c(OCC(=O)N3CCC(C(=O)O)CC3)ccc12` is listed as 5%	-15%	9	17µM*	12%	0%	2%	-1	1	2%	-16%

# RORg inh, entries above that show a hit
mol | Rab9 promoter act | RORg inh | Tb PFK block | uPA surface inh
COC(=O)/C=C1/S/C(=N/N=C/c2ccco2)NC1=O | 2% | 14µM* | -2% | 5%
CCN(CC)C(=O)c1sc(NC(=O)Cc2ccccc2)c(C#N)c1C | -16% | 6.3µM* | 7% | 5%

# Screening results: PubChem BioAssay, National Center for Advancing Translational Sciences (NCATS)
